Assay outcomes: PubChem BioAssay, several laboratories
MsrA act = activators of bovine methionine sulfoxide reductase A; purified bovine MsrA, absorbance read-out; activation, % at 10.6 µM; 360,000 compounds, 0.3% hits; in the data active means activation above about 7.5%;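 further: 0% = vehicle and 100% = reference activator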
SKN-1 block = C. elegans SKN-1 inhibition; C. elegans VP596 Pgst-4::GFP/RFP ratio, acrylamide-induced, 24 h; inhibition, % at 21.8 µM; 360,000 compounds, 0.49% hits; AID 624304;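 active means interference check ratio from 0.5 to 1.5 plus GFP to RFP signal ratio inhibition reaching or exceeding a fixed threshold, cut at about 30% in these data, passing the limit was not always enough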; further: some compounds called inactive have numbers as strong as hits
MLLE-PAM2 inh = blocks PAM2 peptide binding to the PABP1 MLLE domain | P11940 | GST-MLLE / FITC-PAM2 fluorescence polarization | inhibition, % at 20 µM | 360,000 compounds, 0.36% hits | AID 588489; in the data active means inhibition above about 35%, passing the limit was not always enough;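 further: plate controls were DMSO wells with GST-MLLE for no effect and wells lacking GST-MLLE protein for full effect; some results filed as inactive read as strong as hits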
NRP1-CendR mod = alters CendR peptide binding to human NRP-1; inhibition, % at 25 µM; O14786; FAM-RPARPAR peptide binding to NRP-1, fluorescence polarization; 360,000 compounds, 0.85% hits; AID 602438;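 active means inhibition or corrected inhibition above about 18%, plus a signal ratio from 0.5 to 1.5, limit read from the data, passing the limit was not always enough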; further: strong numbers were not always called active
Neddylation inh = cullin neddylation inhibition | TR-FRET cullin neddylation, biochemical | calls only at 25 µM | 360,000 compounds, 0.58% hits; in the data active means inhibition above about 36%
Rin1 Abl inh = blocks binding of human Rin1 to Abl; inhibition, % at 7.35 µM; TR-FRET Rin1/Abl binding, biochemical; 360,000 compounds, 0.4% hits; in the data active means inhibition above about 5%, passing the limit was not always enough
FAS TE block = blocks the thioesterase domain of human fatty acid synthase; inhibition, % at 15 µM; P49327; recombinant FAS-TE, OMFH fluorogenic substrate, fluorescence endpoint; AID 602261; 360,000 compounds, 0.67% hits;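 active means compounds whose normalised, plate-corrected inhibition of enzyme fluorescence in the single-dose primary screen is 50% or more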;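 further: 0% = DMSO with enzyme and 100% = substrate without enzyme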
Target sequence (P49327 whole entry, looked up, the tested form may be a part): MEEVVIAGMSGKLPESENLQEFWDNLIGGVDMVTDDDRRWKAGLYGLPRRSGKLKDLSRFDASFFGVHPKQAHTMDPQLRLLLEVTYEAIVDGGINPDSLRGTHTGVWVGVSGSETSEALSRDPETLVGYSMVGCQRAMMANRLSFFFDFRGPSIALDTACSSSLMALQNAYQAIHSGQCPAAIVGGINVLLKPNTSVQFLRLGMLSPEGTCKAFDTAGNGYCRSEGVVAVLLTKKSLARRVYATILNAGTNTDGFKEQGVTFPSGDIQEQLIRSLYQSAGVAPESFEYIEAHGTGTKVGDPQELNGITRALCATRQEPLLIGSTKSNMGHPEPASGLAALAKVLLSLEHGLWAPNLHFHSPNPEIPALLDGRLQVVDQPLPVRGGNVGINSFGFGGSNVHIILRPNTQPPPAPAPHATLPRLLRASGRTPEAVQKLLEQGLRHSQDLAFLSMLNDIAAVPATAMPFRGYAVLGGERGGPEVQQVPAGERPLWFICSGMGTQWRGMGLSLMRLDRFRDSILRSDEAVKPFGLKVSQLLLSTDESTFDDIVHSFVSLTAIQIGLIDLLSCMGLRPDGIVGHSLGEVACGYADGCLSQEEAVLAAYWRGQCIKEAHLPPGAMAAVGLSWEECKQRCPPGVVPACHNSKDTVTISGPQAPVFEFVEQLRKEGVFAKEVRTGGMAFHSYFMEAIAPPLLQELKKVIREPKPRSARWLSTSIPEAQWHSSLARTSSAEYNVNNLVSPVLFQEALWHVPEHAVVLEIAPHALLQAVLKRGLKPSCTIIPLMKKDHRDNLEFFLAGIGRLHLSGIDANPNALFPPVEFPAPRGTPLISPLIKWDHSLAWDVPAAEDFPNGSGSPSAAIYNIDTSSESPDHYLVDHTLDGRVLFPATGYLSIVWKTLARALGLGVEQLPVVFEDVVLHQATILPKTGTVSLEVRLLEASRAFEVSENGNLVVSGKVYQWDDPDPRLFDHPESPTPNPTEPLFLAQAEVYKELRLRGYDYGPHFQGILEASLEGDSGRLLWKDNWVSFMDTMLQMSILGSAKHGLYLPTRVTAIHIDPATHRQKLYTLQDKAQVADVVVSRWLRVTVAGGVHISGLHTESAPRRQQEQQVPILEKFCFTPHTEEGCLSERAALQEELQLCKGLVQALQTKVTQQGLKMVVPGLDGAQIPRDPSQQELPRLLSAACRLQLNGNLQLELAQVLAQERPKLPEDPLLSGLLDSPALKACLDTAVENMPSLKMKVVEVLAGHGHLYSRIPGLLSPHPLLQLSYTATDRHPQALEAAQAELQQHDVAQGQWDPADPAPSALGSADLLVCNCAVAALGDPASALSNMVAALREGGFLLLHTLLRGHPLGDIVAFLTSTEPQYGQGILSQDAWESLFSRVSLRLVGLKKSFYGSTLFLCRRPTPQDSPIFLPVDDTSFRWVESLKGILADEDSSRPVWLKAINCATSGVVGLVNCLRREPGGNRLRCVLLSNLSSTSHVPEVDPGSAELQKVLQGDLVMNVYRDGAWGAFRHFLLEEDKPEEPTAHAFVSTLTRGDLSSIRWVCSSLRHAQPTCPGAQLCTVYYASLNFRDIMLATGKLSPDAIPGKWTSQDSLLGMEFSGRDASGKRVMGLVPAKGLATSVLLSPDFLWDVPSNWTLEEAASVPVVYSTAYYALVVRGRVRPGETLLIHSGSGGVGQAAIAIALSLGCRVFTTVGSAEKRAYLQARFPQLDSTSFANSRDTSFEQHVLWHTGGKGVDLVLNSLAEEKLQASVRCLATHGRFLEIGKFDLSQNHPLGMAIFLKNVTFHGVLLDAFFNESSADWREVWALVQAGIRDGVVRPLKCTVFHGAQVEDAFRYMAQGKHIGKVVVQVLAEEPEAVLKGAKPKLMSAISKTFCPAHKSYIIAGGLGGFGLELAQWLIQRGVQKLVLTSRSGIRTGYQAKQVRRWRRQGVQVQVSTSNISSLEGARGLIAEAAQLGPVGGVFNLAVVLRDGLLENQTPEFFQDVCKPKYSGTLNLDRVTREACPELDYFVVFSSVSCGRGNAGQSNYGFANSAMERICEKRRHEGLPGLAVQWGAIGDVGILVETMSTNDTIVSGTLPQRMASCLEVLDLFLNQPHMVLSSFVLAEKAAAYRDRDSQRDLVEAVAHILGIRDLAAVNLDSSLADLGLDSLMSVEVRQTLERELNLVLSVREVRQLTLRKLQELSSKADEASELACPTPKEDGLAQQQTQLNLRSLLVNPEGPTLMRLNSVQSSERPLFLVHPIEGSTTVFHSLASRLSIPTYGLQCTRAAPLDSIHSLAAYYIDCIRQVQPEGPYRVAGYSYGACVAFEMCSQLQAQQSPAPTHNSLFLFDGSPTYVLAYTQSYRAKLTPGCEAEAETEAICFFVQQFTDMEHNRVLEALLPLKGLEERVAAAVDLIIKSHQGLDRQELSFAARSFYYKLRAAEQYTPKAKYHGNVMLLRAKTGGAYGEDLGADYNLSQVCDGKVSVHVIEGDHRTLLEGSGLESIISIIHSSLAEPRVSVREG
MT1-MMP act inh = MT1-MMP (human) activation inhibition | 360,000 compounds, 0.061% hits | P50281 | GFP/RFP ratio change, % at 20 µM | HT1080 RFP-PRO-GFP cells, GFP/RFP ratio fluorescence, overnight; percent of plate control window, DMSO zero | AID 651647;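 active means GFP/RFP ratio change of at least 30% with cell ATP level not reduced by more than half and red fluorescence within 50% of control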; further: strong numbers were not always called active
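Test system: HT1080 cells expressing an RFP-PRO-GFP fluorescent reporter construct / Compound dosing: single-point 20 µM compound, 1% DMSO / Schedule: cells overnight before dosing, compound overnight, 37 °C, 5% CO2 / Evaluation: GFP/RFP fluorescence ratio / Control set: DMSO and RFP-L50D-GFP cell wells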
E coli Lon inh = inhibits E. coli Lon protease; purified E. coli Lon protease, fluorescence polarization; inhibition, % at 7.94 µM; 360,000 compounds, 0.42% hits; AID 602123; in the data active means inhibition above about 13%, passing the limit was not always enough;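 further: 0% = enzyme with probe and DMSO and 100% = no enzyme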
Active calls of the source: *; i = inactive; · = no result given.

1) COCc1cc(C)nc2oc(C(=O)c3ccccc3)c(N)c12
2) O=C(NCC1CCCO1)c1ccccc1OCc1ccc(F)cc1 (centres undefined)
3) COc1ccc2nc(NC(=O)CN3C(=O)NC4(CCCC4)C3=O)sc2c1
4) COC(CNC(=O)[C@H](CSCc1ccccc1)N1Cc2ccccc2C1=O)OC
5) CSCCC(NC(=O)c1ccco1)C(=O)NCCc1ccc(Cl)cc1 (centres undefined)
6) O=C(CNC(=O)c1cccs1)N=Nc1c(O)[nH]c2ccc(Br)cc12
compound no.	1	2	3	4	5	6
MsrA act	0	6	-3	-5	-4	-3
SKN-1 block	4	3	9	0	12	1
MLLE-PAM2 inh	20	-5	1	4	1	5
NRP1-CendR mod	-3	2	3	2	6	12
Neddylation inh	i	i	i	i	i	i
Rin1 Abl inh	-1	3	0	8	0	-4
FAS TE block	6	-2	-7	-7	-1	4
MT1-MMP act inh	0	3	-3	-2	-2	2
E coli Lon inh	-6	-7	-10	-4	-2	-14

7) Cn1c(=O)c2c(-c3cccc(Br)c3)c(C#N)c(N)nc2n(C)c1=O
8) c1ccc(Oc2cccc(OCCCn3cncn3)c2)cc1
9) Cc1nn(C)c(C(=O)N2CCc3ccccc32)c1Cl
10) CC1(C(=O)NS(=O)(=O)c2ccc(Cl)s2)CCN1C(=O)CCc1ccccc1 (centres undefined)
11) CCc1ccccc1NC(=O)CNC(=O)c1ccc(-n2cncn2)c([N+](=O)[O-])c1
12) O=C(NC(=S)Nc1nc2c(s1)CCCC2)c1ccccc1
compound no.	7	8	9	10	11	12
MsrA act	-2	-15	-2	-1	-2	-6
SKN-1 block	4	3	-19	-2	2	-12
MLLE-PAM2 inh	-3	3	7	-5	7	22
NRP1-CendR mod	-1	-6	7	1	0	-1
Neddylation inh	i	i	i	i	i	i
Rin1 Abl inh	1	-3	-2	-4	-2	-2
FAS TE block	5	-8	-7	-3	-5	-10
MT1-MMP act inh	-5	-5	-3	1	-9	-3
E coli Lon inh	1	-5	1	-3	-3	-2

13) CCc1ccc(CN2CCCC(CNC(=O)c3cccc(OC)c3OC)C2)cc1 (centres undefined)
14) Nc1ccccc1C(=O)NC1CCCNC1=O (centres undefined)
15) CCc1nc(N2CCN(C(=O)CCl)CC2)c2c3c(sc2n1)CC(C)CC3 (centres undefined)
16) Cc1ccc(NC2(C#N)C(=O)Nc3ccccc32)cc1 (centres undefined)
17) CCOC(=O)C1CCCN(c2c(N3CCC(N4CCCCC4)CC3)c(=O)c2=O)C1 (centres undefined)
18) Cc1nnc(N2CCCCC2)c2ccccc12
compound no.	13	14	15	16	17	18
MsrA act	-4	-1	-2	-5	-8	-3
SKN-1 block	6	7	-1	3	-1	-4
MLLE-PAM2 inh	6	8	4	4	7	4
NRP1-CendR mod	-3	11	-4	2	-7	-8
Neddylation inh	i	·	i	i	i	i
Rin1 Abl inh	-1	1	2	-6	7	2
FAS TE block	0	-10	9	-4	-7	-4
MT1-MMP act inh	-2	0	-1	-1	0	7
E coli Lon inh	-12	-9	-4	-4	-10	-8

Laid out differently: results already given
Every second line gives: MsrA act, SKN-1 block, MLLE-PAM2 inh, NRP1-CendR mod, Neddylation inh, Rin1 Abl inh, FAS TE block, MT1-MMP act inh, E coli Lon inh
(16) Cc1ccc(NC2(C#N)C(=O)Nc3ccccc32)cc1 (centres undefined)
→ -5, 3, 4, 2, i, -6, -4, -1, -4
(17) CCOC(=O)C1CCCN(c2c(N3CCC(N4CCCCC4)CC3)c(=O)c2=O)C1 (centres undefined)
→ -8, -1, 7, -7, i, 7, -7, 0, -10
(11) CCc1ccccc1NC(=O)CNC(=O)c1ccc(-n2cncn2)c([N+](=O)[O-])c1
→ -2, 2, 7, 0, i, -2, -5, -9, -3

Later entries:
19) O=C(C[C@H]1C/C=C\C[C@H](NC(=O)OCC2c3ccccc3-c3ccccc32)C(=O)O[C@H](c2ccccc2)CNC1=O)N[C@H](CO)Cc1ccccc1
20) O=C(Nc1sc2c(c1C(=O)O)CCCCC2)c1ccco1
21) Cc1ccc2nc(C(F)C(F)(F)F)[nH]c2c1 (centres undefined)
22) O=C(COC(=O)c1cc(=O)c2ccccc2o1)Nc1cc(Cl)ccc1Cl
23) OCCC1CN(Cc2ccc3nonc3c2)CCN1Cc1ccsc1 (centres undefined)
24) Cn1c(=O)cc(OCC(=O)N2CCC(N3CCCCC3)CC2)c2ccccc21
compound no.	19	20	21	22	23	24
MsrA act	-10	-1	-4	-2	-7	1
SKN-1 block	-20	-4	20	-26	2	0
MLLE-PAM2 inh	-3	11	5	-17	11	5
NRP1-CendR mod	24	5	-4	-1	7	-3
Neddylation inh	i	i	i	i	i	i
Rin1 Abl inh	5	-1	-2	2	-1	2
FAS TE block	-3	-5	-8	-6	16	-6
MT1-MMP act inh	-40	5	6	3	2	2
E coli Lon inh	1	-1	10	-10	-2	4

25) Cc1ccc2sc(=O)[nH]c2c1
26) CCc1nc2ccc(C(=O)NCCCn3ccnc3)cn2c1N(C)Cc1cc2ccccc2s1
27) O=[N+]([O-])c1ccc(S(=O)(=O)Nc2cccc(-c3ccc(N4CCOCC4)nn3)c2)cc1
28) COC(=O)C1CCCCN1C(=O)c1ccc2oc(Cc3ccccc3)nc2c1 (centres undefined)
29) CC1CCCC(NC(=S)NC(=O)c2ccco2)C1C (centres undefined)
30) NC(=O)CN(c1ccc(Oc2ccccc2)cc1)S(=O)(=O)c1ccccc1
compound no.	25	26	27	28	29	30
MsrA act	-5	2	-8	-4	3	-1
SKN-1 block	-1	10	-1	-6	5	14
MLLE-PAM2 inh	-7	-6	4	-3	24	-10
NRP1-CendR mod	-6	8	-4	6	20	-6
Neddylation inh	i	i	i	i	i	i
Rin1 Abl inh	-4	-2	4	0	4	3
FAS TE block	-6	-23	17	15	20	-4
MT1-MMP act inh	2	-1	5	1	-1	2
E coli Lon inh	4	-1	-3	-15	3	6

31) O=C(NC1=NCCS1)C1CCN(S(=O)(=O)c2ccccc2C(F)(F)F)CC1
32) Cc1ccc(C(=O)N2CCCC(CCC(=O)NCc3ccccc3F)C2)cn1 (centres undefined)
33) COc1ccccc1NC(=O)Nc1ccc(C(N)=O)cc1
34) Cc1ccc(CN2CCC(Oc3cccc(C(=O)N(C)CCN(C)C)c3)CC2)cc1C
35) O=C(Nc1sc2c(c1C(=O)O)CCCC2)c1cccc(Cl)c1
36) Cc1ccc(S(=O)(=O)N2[C@@H](c3ccc(F)cc3)C(C(=O)O)=CC[C@H]2c2ccc(Cl)cc2)cc1
compound no.	31	32	33	34	35	36
MsrA act	-10	-3	-2	2	4	0
SKN-1 block	-1	-9	3	0	3	-1
MLLE-PAM2 inh	4	4	-9	-8	6	-7
NRP1-CendR mod	0	10	1	1	-8	3
Neddylation inh	i	i	i	i	i	i
Rin1 Abl inh	1	2	2	1	-1	0
FAS TE block	2	-3	-10	-5	2	7
MT1-MMP act inh	1	0	5	4	-3	-5
E coli Lon inh	-9	-6	-4	-1	8	4

37) COc1cccc(CN2CCC(Oc3ccc(C(=O)NCc4ccccn4)cc3)CC2)c1O
38) Nc1nn2c(-c3ccccc3)cc(=O)[nH]c2c1N=Nc1ccc(O)cc1
39) Cc1nc(-c2ccccc2)nc2[nH]c(=O)n(-c3ccccc3)c(=O)c12
40) CCN(CC(=O)NC(C)C)C(=O)[C@@H](NC(=O)c1ccco1)C(C)C
41) CC1(C)c2[nH]c3ccccc3c2C[C@H]2C(=O)N(Cc3ccccc3F)C(=O)N21
42) Cc1ccc(-c2cc(-c3nnc(SCC(=O)N(C)CCC#N)n3N)c3ccccc3n2)cc1
compound no.	37	38	39	40	41	42
MsrA act	-3	-2	-4	-10	-12	-3
SKN-1 block	20	21	10	-1	4	1
MLLE-PAM2 inh	-7	10	6	15	2	-47
NRP1-CendR mod	12	16	-10	1	-9	7
Neddylation inh	i	i	i	i	i	i
Rin1 Abl inh	3	-5	1	2	4	-1
FAS TE block	-6	3	-8	-3	13	-3
MT1-MMP act inh	-6	13	0	-5	13	5
E coli Lon inh	-2	-17	3	-3	1	-7

The last 2 compounds of the part before are carried over, then new ones follow:
41) CC1(C)c2[nH]c3ccccc3c2C[C@H]2C(=O)N(Cc3ccccc3F)C(=O)N21
42) Cc1ccc(-c2cc(-c3nnc(SCC(=O)N(C)CCC#N)n3N)c3ccccc3n2)cc1
43) CCCS(=O)(=O)c1nc(S(=O)(=O)c2ccc(C)cc2)c(NCCCN2CCOCC2)s1
44) Cn1nnnc1SCC(=O)Nc1ccc(S(=O)(=O)N2CCOCC2)cc1
45) Nc1ccc(Br)c[n+]1Cc1cccc2cccnc12
46) Cc1ccc(-n2nnnc2/C=C\Nc2cc(C)on2)cc1
47) COc1cccc(CN(C(=O)c2cc3ccccc3oc2=O)C2CCS(=O)(=O)C2)c1 (centres undefined)
48) Nc1ccc2nc(N)sc2c1
compound no.	41	42	43	44	45	46	47	48
MsrA act	-12	-3	0	-1	-5	-3	-3	-1
SKN-1 block	4	1	3	-2	4	0	10	6
MLLE-PAM2 inh	2	-47	7	4	-1	-9	8	5
NRP1-CendR mod	-9	7	-7	-2	-18	-2	9	18
Neddylation inh	i	i	i	i	i	i	i	i
Rin1 Abl inh	4	-1	-1	-3	-1	-3	-5	3
FAS TE block	13	-3	-5	-7	-5	3	-8	-10
MT1-MMP act inh	13	5	0	1	-3	-13	·	7
E coli Lon inh	1	-7	4	0	-9	-4	4	-6

49) O=C(COC(=O)c1ccc(CO)cc1)NCc1cccs1
50) CC(C)N(Cc1ccccc1)C(=O)COC(=O)C1CCN(c2ccc(C(F)(F)F)cn2)CC1
51) CCc1cc(=O)oc2cc(OCC(=O)NCCCN3CCOCC3)c(Cl)cc12
52) COC(=O)c1c(NC(=O)CSc2nnnn2C)sc(C)c1C
53) CCOC(=O)N1CCN(Cc2nc3cc(NC(=O)C(C)C)ccc3n2C)CC1
54) Cn1c(-c2sc3cc(C(F)(F)F)cnc3c2-c2ccccc2)n[nH]c1=S
55) Cn1c(O)c(N=NC(=O)CNC(=O)/C=C/c2ccccc2)c2ccccc21
56) Cc1noc(NS(=O)(=O)c2ccc(NC(=O)c3ccoc3C)cc2)c1C
compound no.	49	50	51	52	53	54	55	56
MsrA act	-2	1	-3	-2	1	-2	-4	-9
SKN-1 block	2	-21	-6	14	20	4	1	2
MLLE-PAM2 inh	-4	-45	1	0	6	-3	-3	13
NRP1-CendR mod	6	-7	-4	14	1	-1	-1	-20
Neddylation inh	i	i	i	i	i	i	i	i
Rin1 Abl inh	0	-1	1	-4	3	2	-6	6
FAS TE block	-6	29	-1	0	-6	2	0	-12
MT1-MMP act inh	-1	3	0	-5	-1	6	5	-1
E coli Lon inh	0	-14	-4	5	2	7	0	-8
